# TLR4 MyD88 comp = inhibitors of human TLR4-MyD88 binding | HeLa CL3-4 TLR4/MyD88 BLA complementation, FRET ratio | O00206+Q99836 | 200,000 tested, 0.18% active | inhibition, % at 8.4 µM | AID 861; in the data active means inhibition above about 25%;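 further: 0% = vehicle and 100% = reference inhibitor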
# Target sequence (O00206 whole entry, looked up): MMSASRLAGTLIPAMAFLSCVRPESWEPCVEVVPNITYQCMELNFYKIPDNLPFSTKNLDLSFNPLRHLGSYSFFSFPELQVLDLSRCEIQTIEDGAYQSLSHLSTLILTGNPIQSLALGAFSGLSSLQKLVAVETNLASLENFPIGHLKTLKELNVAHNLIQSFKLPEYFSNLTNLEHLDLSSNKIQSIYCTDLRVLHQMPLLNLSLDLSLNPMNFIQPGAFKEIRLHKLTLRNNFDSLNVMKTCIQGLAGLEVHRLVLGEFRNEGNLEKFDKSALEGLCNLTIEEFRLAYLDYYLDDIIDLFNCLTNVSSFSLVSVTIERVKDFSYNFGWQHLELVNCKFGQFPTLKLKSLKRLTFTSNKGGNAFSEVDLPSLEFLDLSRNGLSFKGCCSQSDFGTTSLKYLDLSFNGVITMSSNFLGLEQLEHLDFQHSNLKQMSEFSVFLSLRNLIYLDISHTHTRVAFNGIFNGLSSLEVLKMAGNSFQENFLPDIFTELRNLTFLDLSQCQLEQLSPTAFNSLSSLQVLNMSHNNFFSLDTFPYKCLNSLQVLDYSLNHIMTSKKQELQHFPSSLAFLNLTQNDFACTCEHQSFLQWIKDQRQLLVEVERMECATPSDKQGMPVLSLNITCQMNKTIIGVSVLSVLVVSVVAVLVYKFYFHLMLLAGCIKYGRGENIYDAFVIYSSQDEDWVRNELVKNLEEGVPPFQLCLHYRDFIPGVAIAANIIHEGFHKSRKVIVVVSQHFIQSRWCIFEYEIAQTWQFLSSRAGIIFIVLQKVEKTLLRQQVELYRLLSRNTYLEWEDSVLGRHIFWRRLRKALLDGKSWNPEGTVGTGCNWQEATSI
# Target sequence (Q99836 whole entry, looked up): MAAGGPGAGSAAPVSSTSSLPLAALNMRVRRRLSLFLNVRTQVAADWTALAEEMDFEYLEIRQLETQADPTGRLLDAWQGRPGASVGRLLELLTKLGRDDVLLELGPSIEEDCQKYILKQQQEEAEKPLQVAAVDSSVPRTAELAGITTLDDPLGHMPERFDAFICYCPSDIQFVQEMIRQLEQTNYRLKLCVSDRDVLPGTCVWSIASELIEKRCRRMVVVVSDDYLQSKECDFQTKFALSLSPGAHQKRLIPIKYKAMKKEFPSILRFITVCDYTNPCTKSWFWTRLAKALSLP
# Hsp70 act = Hsp70 transcriptional activation, primary screen; HeLa Hsp70 promoter luciferase reporter, luminescence; scaled: vehicle 0, proteasome-inhibitor control 100%; activation, % at 10 µM; 200,000 tested, 0.04% active; AID 1203;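 active means activation above the mean across all tested compounds plus 3 SD, cutoff set per campaign, cut at about 5.5% in these data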;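 further: 100% = MG132 at 30 µM as the positive control and 0% = DMSO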
# STAT1 inh = reduces IFN-gamma driven STAT1 reporter signal; NIH 3T3 STAT1-luciferase reporter, luminescence; inhibition, % at 5.5 µM; 200,000 tested, 0.35% active; AID 920;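 active means inhibition above a set limit, the mean inhibition across all tested compounds plus 3 SD, cut at about 34% in these data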;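 further: 0% = IFN-gamma with DMSO and 100% = IFN-gamma with 300 µM nifuroxazide; values of inactives mirror those of a sister screen read the other way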
# STAT3 blocker = reduces IL-6 driven STAT3 reporter signal; U3A cells, IL-6 STAT3-luciferase reporter, luminescence; host cell line lacks STAT1; inhibition, % at 5.5 µM; 190,000 tested, 0.89% active; AID 862;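 active means inhibition above the mean inhibition across all screened compounds plus 3 SD, cut at about 44% in these data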;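 further: 0% = DMSO only wells and 100% = 100 µM nifuroxazide control wells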
# HMGR II inh = E. faecalis class II HMG-CoA reductase inhibition; inhibition, % at 10 µM; purified E. faecalis HMGR, NADPH absorbance 340 nm kinetic; 190,000 tested, 0.41% active;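 active means inhibition above a set limit, the median over all tested compounds plus 3 SD, cut at about 9.5% in these data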;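 further: enzyme runs in reverse so mevalonate oxidation gives rising NADPH absorbance; 0% = complete reaction with DMSO and 100% = background rate lacking mevalonate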
# APP 5'UTR act = APP 5'UTR luciferase reporter activation; activation, % at 2 µM; AID 1276; SH-SY5Y APP 5'UTR luciferase reporter, luminescence; zero percent = DMSO vehicle wells; 190,000 tested, 1% active;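 active means activation above a set limit, based on mean plus 3 SD of controls, cut at about 140% in these data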; further: values of inactives mirror those of a sister screen read the other way
# STAT1 act = STAT1 signaling activation | NIH 3T3 STAT1-luciferase reporter, IFN-gamma, luminescence; 100% = IFN-gamma alone, no compound | 200,000 tested, 2.6% active | AID 932 | activation (% of control), % at 5.5 µM;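 active means activation above the screen-wide mean activation plus 3 SD, cut at about 130% in these data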;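 further: raw ratio to IFN-gamma control signal so 100% means no change and 0% no light; values of inactives mirror those of a sister screen read the other way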
# STAT3 activator = STAT3 signaling activation; AID 871; 190,000 tested, 0.91% active; U3A cells, IL-6 STAT3-luciferase reporter, luminescence; 100% = signal with IL-6 EC80 alone; activation (% of control), % at 5.6 µM;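 active means activation above the screen-wide mean of compound activation plus 3 SD, cut at about 130% in these data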;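 further: 0% = background luminescence of wells with medium and substrate only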
#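 Detection: reporter luminescence signal / Assay system: STAT1-lacking human U3A cells, STAT3 luciferase reporter / Incubation: compound pre-incubation 1 h before IL-6, then 6 h stimulation at 37 °C / Control set: IL-6-only high control / Read-out: % activation relative to IL-6 control / Probe or stimulus: Interleukin-6, 33 ng/mL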
# NF-kB expr up = raises NF-kB expression in human neuronal cells; NF-kB reporter expression; hits give high values; fold change at 12.5 µM; 190,000 tested, 1.6% active; AID 1239; in the data active means fold change above about 3.3
# DTT redox prof = compounds producing H2O2 with reducing agent – biochemical, NIH compound library profiling, artefact control for MLSCN library redox annotation, primary screen; DTT-dependent redox cycling H2O2, phenol red/HRP absorbance; 100% = 100 µM peroxide control, 0% = buffer; activation, % at 10 µM; 200,000 tested, 0.03% active;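 active means activation of at least 50% relative to the plate's high and low controls in the primary single-dose screen; inactive means activation below 50%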;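 further: compound incubated with DTT at 0.8 mM final as the reducing agent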
# Numbers without * were called inactive; x = no result given.
SMILES,TLR4 MyD88 comp,Hsp70 act,STAT1 inh,STAT3 blocker,HMGR II inh,APP 5'UTR act,STAT1 act,STAT3 activator,NF-kB expr up,DTT redox prof
CC(=O)C(Cc1cccc(F)c1)(Cc1cccc(F)c1)C(C)=O,5,-0.6,-4,-1,3,4,101,105,1.2,0.1
O=C(Nc1ccc(NC(=O)C2CCCCC2)nc1)c1ccccn1,-13,0.1,-27,3,-8,61,124,102,2.3,0.1
Cc1n(N)c2ccccc2[n+]1CC(=O)c1ccccc1,3,-0.3,-11,-3,-9,11,108,104,2.5,0.2
CCCCCOC(=O)Cn1c(=O)c2c(nc(N3CCOCC3)n2C)n(C)c1=O,-4,-0.2,4,5,-4,-1,96,100,1,-0.1
O=C1C(Cl)=C(NCC2CCCO2)C(=O)N1CCc1ccccc1 (configuration not stated),5,0.4,-14,-5,-3,43,112,106,2.4,1.6
Cc1cc(C)n2nc(SCC(=O)N/N=C/c3ccc(F)cc3)nc2n1,4,-0.5,3,-3,-3,-22,97,109,1.4,-4.1
CCOC(=O)C1=C(CC)Nc2ccccc2N=C1NC(=O)Nc1ccc(Cl)c(Cl)c1,-9,-0.4,7,-7,-5,x,93,104,0.85,0.1
CC1CC(C)CN(S(=O)(=O)c2cc(C(=O)O)c(Cl)s2)C1 (configuration not stated),-5,-0.3,12,2,0,20,90,102,1.2,-0.4
Nc1nc2c(s1)C(=O)CCC2,1,-0.4,0,0,0,-1,100,103,1.1,1.0
CN(C)CCN(Cc1ccco1)C(=O)c1cc2c(Cl)nc3ccccc3c2s1,-3,-0.3,-5,5,-2,-16,103,99,0.89,-1.3
O=C(Nc1ccccc1)N1CC=C(c2ccccc2)CC1,-2,0.0,-48,19,0,56,145*,87,2.2,0.7
CCc1ccccc1NC(=O)CSc1nnc([C@@H](N)Cc2ccccc2)o1,9,-0.1,7,7,-3,-15,94,101,1.1,-2.2
O=C(NCc1ccccc1F)C1CCN(C(=O)c2sccc2-n2cccc2)CC1,2,0.0,5,13,-6,14,95,99,1.1,1.1
CC(C)CC(=O)NC(=S)Nc1ccc(N2CCOCC2)c(Cl)c1,9,-0.3,6,-7,-1,1,93,112,1.6,0.0
COc1cccc(NC(=O)N2CCCC2C(=O)NC2CC2)c1 (configuration not stated),1,-0.2,-13,11,-8,-5,112,96,0.87,2.1
Cc1cc(N2CCOCC2)nc(SCc2ccc(Cl)cc2Cl)n1,1,-0.1,3,21,3,16,95,88,0.89,-0.7
Cc1ccc(-c2nc3ccccc3nc2Cl)cc1,9,0.1,-26,12,7,17,123,92,1.3,-1.8
Cc1cccc(C)c1-n1nnnc1SCSc1nnnn1-c1c(C)cccc1C,13,-0.3,-2,-7,5,-9,102,109,1.1,0.9
N#C/C(=C/c1ccc(-c2ccccc2)o1)c1nc(-c2cccs2)cs1,15,-0.4,-5,-18,6,5,105,119,1.4,0.5
COc1ccc(CNC(=O)COc2cc(=O)n(C)c3ccccc23)cc1,-2,-0.2,-16,5,-2,-6,114,99,1.3,-0.9
CCn1c2ccccc2c2cc(/C=N/NC(=O)c3cccc(C)c3)ccc21,6,0.0,5,20,-1,-22,96,88,1,-4.6
CC(C)C(=O)N(Cc1ccccc1)c1ccccn1,1,-0.3,-2,10,-2,-26,102,96,1.2,0.0
COc1ccc(CCNC(=O)C(=O)Nc2nccs2)cc1OC,-14,0.1,0,0,-2,5,100,105,1.1,-4.8
O=C(OCc1nnc(-c2ccccc2)o1)c1cc(S(=O)(=O)N2CCOCC2)c(Cl)cc1Cl,15,-0.2,-9,-4,2,1,108,106,0.99,-0.1
CCOC(=O)NC1(C(F)(F)F)C(=O)NC(C)=C1C#N (configuration not stated),-17,0.0,-3,-2,1,-15,102,105,0.91,1.0
SMILES,TLR4 MyD88 comp,Hsp70 act,STAT1 inh,STAT3 blocker,HMGR II inh,APP 5'UTR act,STAT1 act,STAT3 activator,NF-kB expr up,DTT redox prof
COc1ccc(/C=C/C(=O)Nc2cc(C)on2)cc1,5,0.0,-30,-5,-4,40,128,103,1.2,-0.3
CC(=O)c1cc2c(cc1NS(=O)(=O)c1ccc(F)cc1)OCO2,-11,-0.2,-1,0,-5,41,99,105,1.1,-0.1
Clc1cc(Cl)cc(C2=NCCC(c3ccccc3)O2)c1 (configuration not stated),-2,-0.1,7,-11,-1,9,94,107,1.4,1.4
CCOC(=O)c1nn(-c2ccccc2)c(=O)cc1SC(C)CC (configuration not stated),-10,-0.5,8,11,-1,-1,92,96,1,-2.2
Cc1ccc(CC(=S)N2CCOCC2)cc1,0,0.4,-1,13,-9,-3,100,98,1.2,0.3
CC(=O)c1ccc(NC(=O)c2cn(-c3ccccc3)nc2-c2ccncc2)cc1,-7,-0.1,19,16,-3,x,83,91,1,1.3
CC1CCC(C(C)C)C2=C1C(C#N)(C#N)C(C#N)(C#N)C(c1ccccc1)N2 (configuration not stated),3,-0.4,3,3,-4,7,97,101,0.7,0.7
CCn1c(O)c(N=NC2=NC(=O)CS2)c2cc(C)ccc21,19,0.1,-3,4,2,-3,102,100,0.95,2.9
CCOc1ccc(S(=O)(=O)N2CCCCC2)c2ccccc12,-1,-0.4,-3,-1,-2,24,102,107,0.76,-3.7
COc1ccc(-c2cn3ccccc3n2)cc1OC,-9,0.1,-32,-82,-4,104,130*,173*,2.3,0.0
CC1CCN(CC(=O)NCc2ccccc2)CC1,-15,-0.3,-2,6,-5,7,102,97,1,1.8
O=c1[nH]c(=O)n(C(c2ccccc2)c2ccccc2)cc1Br,6,-0.3,-15,2,3,-4,112,100,1.9,-0.3
OCCN1CCN(CC(O)COc2ccc3ccccc3c2)CC1 (configuration not stated),-10,-0.4,3,3,-1,-1,98,97,1.1,1.6
Cc1csc(NC(=O)CSc2nc3ccccc3c3c2CCCC3)n1,12,-0.2,6,-4,3,-24,95,103,0.98,0.4
CSc1ccccc1NC(=O)c1cc(-c2cccnc2)nc2ccc(Br)cc12,4,-0.4,-16,11,-2,-11,112,95,0.48,-0.7
Cn1c(CNC(=O)c2ccccc2F)nnc1SCC(=O)NCc1ccccc1,-17,-0.1,-4,16,-3,-1,101,90,1.2,-0.1
O=C(CSCc1cnn(-c2ccccc2)c1-n1cccc1)NCCN1CCOCC1,0,-0.4,-4,10,-9,5,104,97,0.92,-0.1
NC(=O)c1cccnc1Nc1ccccc1F,1,-0.3,3,-2,0,-7,97,104,1.4,-0.1
CN(C)CCN1C(=O)C(O)=C(C(=O)c2cc3ccccc3o2)C1c1ccccn1 (configuration not stated),-10,-0.1,2,-14,-4,-5,98,114,0.88,2.4
Cc1ncoc1C(=O)Nc1ccccc1-c1ccccc1,4,-0.1,-3,11,2,-5,102,94,1,0.6
Cc1[nH]nc2c1C(c1cccs1)C(C#N)=C(N)O2 (configuration not stated),2,-0.2,8,2,-6,-6,93,100,0.89,-1.0
O=C(O)Cn1c(CC(=O)N2CCCC2)nc2ccccc21,0,-0.1,3,2,-1,21,97,103,1.4,1.3
CN(C)c1ccc(C(CN)c2c[nH]c3ccccc23)cc1 (configuration not stated),-10,0.1,3,-2,4,39,97,110,0.87,0.4
CCCCC(=O)NC(=S)Nc1nnn(CCC)n1,10,0.1,1,0,1,12,98,101,1,0.0
O=C(c1cccc(F)c1)N1CCN(c2ccc([N+](=O)[O-])c(N3CCCCC3)c2)CC1,8,-0.2,4,6,-1,-4,96,96,0.97,6.5
SMILES,TLR4 MyD88 comp,Hsp70 act,STAT1 inh,STAT3 blocker,HMGR II inh,APP 5'UTR act,STAT1 act,STAT3 activator,NF-kB expr up,DTT redox prof
COc1ccc(CCNC(=O)CSc2nc(C)nc3c2oc2ccccc23)cc1OC,-8,0.5,4,8,-3,0,97,101,1.1,2.0
CCOC(=O)c1c(C)nc2sc3c(=O)n(-c4ccc(C(C)=O)cc4)nnc3c2c1-c1ccc(Cl)cc1,3,0.1,-4,8,-1,-9,103,97,1.1,-4.2
CC(C)c1ccc(-c2nc(N3CCCC3)nc3n[nH]c(N)c23)cc1,-5,-0.2,-4,-1,2,-19,103,106,0.93,1.8
CCOC(=O)N1CCN(C(=O)c2c(N)no[n+]2[O-])CC1,-13,-0.1,0,3,-2,-5,99,100,1.1,-0.7
CCOC(=O)COc1ccc2c(c1)C(=O)CC1(CCN(C(C)=O)CC1)O2,11,-0.1,9,-6,-3,-6,92,107,1.8,0.3
CC1=C(C(=O)N2CCCC(CCC(=O)NCc3ccc(F)c(F)c3)C2)OCCO1 (configuration not stated),-22,0.2,-10,7,-1,4,108,98,1.2,-0.9
Nc1ccc(S(=O)(=O)c2ccc(Cl)cc2)cc1,11,0.1,7,-5,-1,3,94,105,1.1,0.0
O=c1c(-c2nc3ccccc3s2)cccn1Cc1ccccc1,-36,0.3,-68,11,-1,82,161*,95,3.7*,-0.6
O=S(=O)(NCCOCCNS(=O)(=O)c1ccccc1)c1ccccc1,-2,0.4,-1,10,-4,-11,101,97,0.88,0.0
O=C1c2ccc([N+](=O)[O-])cc2C(=O)N1CNc1ccccn1,0,-0.1,7,12,-1,1,93,100,1.4,-0.2
Cc1ccc(-c2csc3nc(SCC(=O)N(C)C)n(Cc4ccccc4)c(=O)c23)cc1,-1,-0.2,23,6,1,7,79,99,1,0.6
Cc1ccc(C(=O)OC2CCN(c3ccc([N+](=O)[O-])cc3)CC2)cc1,-9,0.0,10,4,-1,1,91,97,1.1,-0.1
O=C(CSc1c2c(nc3cc(Cl)ccc13)CCCC2)NCCCN1CCOCC1,5,0.4,-7,-14,-1,6,105,112,1.5,1.1
O=C(NCc1cccnc1)c1cccc2c1C(=O)N(Cc1cccnc1)C2,3,-0.5,-5,8,4,x,104,99,1,0.0
Cc1ccc(S(=O)(=O)/N=c2\ccc(Cl)cn2C(F)F)cc1,-10,-0.1,-3,-5,-1,13,102,105,1.2,-0.5
CCN(CC)Cc1csc2ccc(Br)cc12,14,-0.6,-4,4,0,2,104,102,1.4,-3.6
CC(=O)Nc1ccc(NC(=O)Cn2c(=O)n(-c3ccccc3)c(=O)c3oc4ccccc4c32)cc1,-4,0.4,-2,13,-6,-4,102,90,0.98,0.1
COc1cccc(C(=O)Nc2ccc(-n3nncc3C(C)(C)C)cc2)c1,9,-0.3,6,8,-5,6,94,99,0.97,-0.4
CN(C)CCCOc1ccc2c(c1)Sc1ccccc1CC2=O,-10,-0.6,-4,-7,-4,-3,104,104,1,-0.1
COc1ccc(OC)c(NC(=O)C2CCCN(S(=O)(=O)c3c(C)noc3C)C2)c1 (configuration not stated),6,0.0,-6,-1,-2,15,106,105,0.66,2.0
Cc1ccc(-c2nc(NCc3ccco3)n(S(C)(=O)=O)n2)cc1,0,0.1,-51,-9,-4,19,144*,114,2.8,-0.3
CC1=CC(C)(C)Nc2ccc(OC(=O)CN3C(=O)CCC3=O)cc21,0,0.0,14,10,-7,-26,88,95,2.4,-1.9
